NALP1 inh: NALP1 inhibition. inhibition, % at 10 µM. 280,000 compounds, 0.61% hits. S. cerevisiae NALP1/ASC/caspase-1 growth, X-gal OD620, 72 h. AID 2071; in the data active = inhibition mostly above about 24%, no sharp cut-off; inactive = mostly below about 32%; also: some compounds called inactive have numbers as strong as hits
GPR7 antag: human neuropeptides B/W receptor 1 antagonism. GPR7-expressing cells, fluorescence antagonist assay. AID 1861. inhibition, % at 4.4 µM. 290,000 compounds, 1.1% hits; in the data active = inhibition above about 16%, passing the limit was not always enough;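 also: cells stimulated with the agonist NPW; 0% = agonist with vehicle and 100% = vehicle without agonist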
Target sequence (P48145 whole entry, looked up): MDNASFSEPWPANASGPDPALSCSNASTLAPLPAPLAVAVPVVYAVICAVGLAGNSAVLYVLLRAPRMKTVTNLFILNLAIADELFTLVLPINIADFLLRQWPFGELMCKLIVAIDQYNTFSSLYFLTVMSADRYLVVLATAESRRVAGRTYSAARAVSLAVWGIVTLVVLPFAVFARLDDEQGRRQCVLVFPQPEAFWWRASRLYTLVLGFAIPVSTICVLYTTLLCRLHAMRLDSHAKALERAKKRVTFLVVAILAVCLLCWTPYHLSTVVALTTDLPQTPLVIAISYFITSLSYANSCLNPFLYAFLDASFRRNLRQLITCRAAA
M18AAP inhibitor: blocks P. falciparum M18 aspartyl aminopeptidase. recombinant PfM18AAP, H-Glu-NHMec fluorogenic cleavage. inhibition, % at 7.35 µM. 290,000 compounds, 1.2% hits. AID 1822;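 active = inhibition above the campaign mean inhibition over all tested compounds plus 3 SD, cut at about 28% in these data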;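 also: 0% = plate median of test compound wells and 100% = 2 mM ZnCl2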
IDE inh: inhibits human insulin-degrading enzyme in HEK cells. AID 434962. inhibition, % at 5.59 µM. P14735. FAbetaB cleavage, fluorescence polarization. 320,000 compounds, 0.41% hits;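 active = percent inhibition above the average of all tested compounds plus 3 SD, set per screening campaign, cut at about 16% in these data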;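 also: IDE supplied by intact live HEK cells; FP after avidin binding of uncleaved biotin substrate so inhibition keeps polarization high; 0% = DMSO wells and 100% = 60 µM reference IDE inhibitor Ii1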
PHOSPHO1 block: blocks human PHOSPHO1 phosphatase activity | Q8TCT1 | recombinant PHOSPHO1, absorbance phosphatase assay | inhibition, % at 13.3 µM | 290,000 compounds, 1.1% hits; in the data active = inhibition above about 60%
Target sequence (Q8TCT1 whole entry, looked up): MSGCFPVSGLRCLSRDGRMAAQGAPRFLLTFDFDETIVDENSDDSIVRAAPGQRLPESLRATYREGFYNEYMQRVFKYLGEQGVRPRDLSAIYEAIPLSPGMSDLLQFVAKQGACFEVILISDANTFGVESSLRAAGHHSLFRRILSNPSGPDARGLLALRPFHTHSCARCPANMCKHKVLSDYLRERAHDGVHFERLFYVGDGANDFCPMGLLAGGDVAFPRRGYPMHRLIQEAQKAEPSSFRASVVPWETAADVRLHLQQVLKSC
VIM-2 inh: blocks Pseudomonas aeruginosa VIM-2 metallo-beta-lactamase. purified VIM-2, nitrocefin hydrolysis, epi-absorbance fluorescence. inhibition, % at 5.6 µM. 290,000 compounds, 0.89% hits. AID 1527;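 active = inhibition above the mean of all tested compounds plus 3 SD, cutoff set per screening run, cut at about 7.5% in these data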;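 also: red hydrolysis product quenches plate fluorescence so inhibitors raise well fluorescence; 0% = enzyme with DMSO and 100% = DMSO without enzyme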
p-CIP stab down: p/CIP protein destabilization; Q05BA5; F442A p/CIP-EGFP cells, EGFP fluorescence, 16 h; decrease of EGFP signal, % at 10 µM; 290,000 compounds, 0.01% hits; AID 1984;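 active = EGFP signal decrease of at least 30% at 10 µM or well 3 SD below plate mean, unless failing retest; inactive = the rest, including hits failing retest or dose response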; also: some compounds called inactive have numbers as strong as hits; many of its hits are not listed in these tables
IMP-1 inh: blocks Pseudomonas aeruginosa IMP-1 metallo-beta-lactamase; inhibition, % at 5.6 µM; purified IMP-1, nitrocefin hydrolysis, epi-absorbance fluorescence; 290,000 compounds, 0.45% hits;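 active = inhibition above the mean plus 3 SD of all compounds in the same screening run, cut at about 4.5% in these data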;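 also: 0% = IMP-1 with DMSO and 100% = DMSO wells lacking enzyme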
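System – purified recombinant IMP-1 beta-lactamase · Input – IMP-1 dispensed at 0.2 nM · Timing – 15 min preincubation plus 25 min reaction at 25 °C · Signal – Epi-absorbance fluorescence, 480 nm excitation, 530 nm emission · Measure – percent IMP-1 inhibition derived from blank-referenced optical density · Controls – Enzyme-plus-DMSO low control, enzyme-free DMSO high control · Replication – singlicate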
IDE cell activ: IDE (human) activation, cell-based; AID 493087; activation, % at 5.96 µM; P14735; HEK cells, FAbeta-B cleavage, fluorescence polarization; 0% vehicle, 100% cell-free pure enzyme wells; 340,000 compounds, 0.073% hits;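 active = activation above the mean of all tested compounds plus 3 SD, set per screening campaign, cut at about 17% in these data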
The depositor's hits bear a star; . = not tested or not shown; & = joins results of further samples. Compounds as they come. About 5.3% of those tested had a hit in this group.

Every second line gives: NALP1 inh	GPR7 antag	M18AAP inhibitor	IDE inh	PHOSPHO1 block	VIM-2 inh	p-CIP stab down	IMP-1 inh	IDE cell activ
- Cc1cc(-c2ccco2)n2c(nc3ccccc32)c1C#N
→ 6	-2	6	5	48	18*	-12	-2.1	-5
- Cc1cc(Cl)ccc1OCC(=O)Nc1ccccc1NS(=O)(=O)c1cccs1
→ .	-13	0	2	45	-3.9	-8	-1.8	-1
- O=C(NN=C1CCCCCCCCCCC1)c1ccncc1
→ 4	6	-1	0	-3	-4.1	14	-0.7	-2
- CC(/C=N/n1c(-c2cccnc2)n[nH]c1=S)=C\c1ccccc1
→ -2	-9	6	0	41	5.7	-3	-2.5	2
- CN(C)c1ccc(N=Nc2ccccc2Br)cc1
→ 10	-16	6	4	50	-5.5	6	-7.6	4
- CN(/N=C/c1ccc(Cl)cc1Cl)c1ncc(Cl)cc1C(F)(F)F
→ 14	-14	2	5	43	-2.1	1	-0.4	5
- COc1ccc(C(C#N)c2nc3ccccc3nc2Cl)cc1 (centres undefined)
→ 12	-4	2	.	35	-0.5	-4	-1.0	5
- CC(NS(=O)(=O)c1ccc(Cl)cc1)C(=O)NCCC1=CCCCC1 (centres undefined)
→ 11	-13	4	0	18	-3.2	-3	-1.1	-2
- CCCS(=O)(=O)C(=C1Nc2ccccc2N1)S(=O)(=O)CCC
→ 4	3	1	-1	13	-4.3	-1	-3.0	-1
- O=C(Nc1ccc2c(c1)OCCO2)c1cccnc1Oc1ccccc1
→ 6	-3	-2	2	1	-2.9	-19	0.0	-4
- CCCCCCC1/C(=N/O)CCC1C(=O)OC (centres undefined)
→ -5	-12	-10	7	0	-1.9	-3	-5.2	6
- COc1cccc(C(=O)N(Cc2cccs2)C2CCS(=O)(=O)C2)c1 (centres undefined)
→ -2	-4	2	-2	28	-4.7	3	-3.6	5
- Cn1nc(C(F)(F)F)c(-c2ccccc2)c1NC(=O)CCC(=O)O
→ 4	-8	3	0	28	-1.6	-20	-1.9	.
- S=c1c2c(nc3nc[nH]n13)CCC2
→ 5	2	-41	1	93*	-1.6	-7	-10	6
- Fc1ccc(CNC2CCN(Cc3ccccc3)CC2)cc1
→ 26	0	0	0	34	-1.9	-9	-3.4	6
- CSc1nsc(SC)c1NC(=O)OC1CCCCC1
→ -21	-10	15	7	-17	0.9	3	-2.5	-4
- Nc1nnc(-c2cccnc2)s1
→ 21&28	-1&-10	-13&-12	8	2&-28	-3.6&0.2	15&-1	-2.4&0.5	3
- CCOC(=O)C1CCN(C(=O)COC(=O)c2cccc(F)c2)CC1
→ 3	0	-3	9	16	-5.7	-3	-5.0	-4
- O=C(CNC(=O)c1cccs1)OCC(=O)c1ccccc1
→ 17	5	0	0	8	-0.2	1	-0.7	0
- Cc1ccc(CNC(=O)C2CCCN(S(=O)(=O)N3CCC(C)CC3)C2)cc1 (centres undefined)
→ 3	-5	4	-5	28	-2.2	-7	-2.9	-1
- COc1ccc(C2=NN(c3ccccc3)C(c3cn(CCC(=O)O)nc3-c3ccccc3)C2)cc1 (centres undefined)
→ -11	3	-3	1	7	-0.4	-4	-1.6	5
- C(=N\Nc1nc(Nc2ccccc2)nc(Nc2ccccc2)n1)/c1cccnc1
→ 5	-1	10	4	-26	0.0	8	-0.6	-1
- Cc1nn(C)c(C)c1CNC(=O)c1nn2c(c1Cl)NC(c1cccs1)CC2C(F)(F)F (centres undefined)
→ 33	14	-2	1	0	-1.6	-2	-1.5	-1
- CC(NCc1cccs1)C(=O)NC1CCCCC1 (centres undefined)
→ 2	5	-4	6	8	-2.2	3	-1.6	2
- CC(C)(C)c1ccc(/C=C/C(=O)NCCCN2CCOCC2)cc1
→ 10	-8	2	-1	24	-1.1	5	-0.3	4
- O=C(CCc1nnc2ccc(N3CCC4(CC3)OCCO4)nn12)N1CCCCC1
→ 0	-10	-5	-5	20	-3.9	4	-4.3	3
- COc1cccc(CN2CCNC(=O)C2CC(=O)NC2CCCC2)c1OC (centres undefined)
→ 0	-9	2	5	36	-1.7	-12	-4.0	9
- O=[N+]([O-])c1cccc(CN2CCN(c3ncccn3)CC2)c1
→ 14	-11	-1	-7	36	-0.7	-11	0.3	0
- CCN1CCC[C@H]1CNC(=O)c1c(O)c(Cl)cc(Cl)c1OC
→ 2	14	15	0&-1	8	0.9	-3	0.2	-1
- Cc1ccc(N(C(=O)c2ccc(S(=O)(=O)N3CCOCC3)cc2)C2C=CS(=O)(=O)C2)cc1C (centres undefined)
→ -14	-5	-1	7	-1	-2.1	10	-2.3	2
- CC(C)CC(=O)N/N=C/c1c(N)n(C)c(=O)n(C)c1=O
→ 3	-12	18	-9	20	1.6	-9	0.5	3
- CCCCC(=O)NC1(C(F)(F)F)C(=O)N(Cc2ccco2)C(C)=C1C(=O)OC (centres undefined)
→ 15	-11	2	-3	11	-3.8	5	-3.5	2
- COc1ccc(Cc2nc3ccccc3n2C)cc1
→ 11	10	-2	1	2	1.9	7	-0.1	2
- COc1ccc(CCNC(=O)c2cnn3c(C(F)F)cc(C)nc23)cc1OC
→ -8	-6	3	3	-7	-1.7	-1	-3.8	2
- CC(=O)Nc1ccc(NC(=O)c2ccc([N+](=O)[O-])cc2Cl)cc1
→ 22	5	8	6	-40	-4.4	17	-4.1	3
- CCn1c(SCC(=O)c2cc(OC)ccc2OC)nnc1C(C)C
→ -12	-9	1	-2	26	0.9	-2	-1.6	-5
- O=C(N/N=C/c1c[nH]c2ccccc12)c1ccc(O)c(O)c1
→ 14	32	70*	2	24	1.7	-2	2.1	3
- Cc1ccc(-c2c(C)n([O-])c3c([n+]2=O)CCC3)cc1
→ 7	-12	-3	4	-25	-1.3	-14	-2.1	5
- CC(=O)NC(O)C(=O)c1ccco1 (centres undefined)
→ 3	-8	-1	5	42	0.9	-4	-0.7	3
- COc1cccc(N(C(=O)c2nc3nccc(C)n3n2)c2nc3ccccc3s2)c1
→ 32	8	7	-2	-4	1.2	5	-0.6	3
- CCCCn1c(=O)c(Cc2ccccc2)c(O)c2ccccc21
→ -4	-1	6	9	11	-2.3	-2	-2.1	0
- Cn1ncc([N+](=O)[O-])c1C(=O)NCc1ccccc1
→ 16	-7	-11	-3	25	0.1	-24	-1.6	5
- O=C(COc1ccc(Cl)cc1)NNC(=S)NCc1ccccc1
→ -36	0	11	9	-24	-4.0	-14	-2.0	-5
- CCN(CC)CCCNC(=O)c1cc(Nc2ccc(OC)cc2)nc2ccccc12
→ 15	30	0	2	11	1.2	6	-1.9	-3
- CCN(C(=O)Cn1c(=O)oc2cc(S(=O)(=O)N3CCCC3)ccc21)c1ccc(OC)cc1
→ 10	4	-4	6	25	-3.0	-5	-2.8	-4
- CCOc1ccc(OCC)c(NC(=O)Nc2ccc3c(c2)N(C)C(=O)CS3)c1
→ 44	6	-3	3	-6	-2.7	-5	-0.9	0
- O=Cc1c[nH]c2ccc(C(=O)c3ccccc3)cc12
→ 13	7	0	8	10	-1.5	-7	-2.0	0
- CC1CCCN(CCCOc2ccc(Cl)cc2Br)C1 (centres undefined)
→ 50*	5	-13	1	5	-1.4	-10	0.3	6
- CCn1nc(C)cc1C(=O)N1CCc2c([nH]c3ccccc23)C1c1cc(F)ccc1F (centres undefined)
→ 14	19*	-10	1	32	1.0	-5	-0.2	.
- O=c1c(C(c2ccccc2)c2c(O)nc3n(c2=O)CCCS3)c(O)nc2n1CCCS2
→ 13	-1	-6	-5	20	0.8	16	0.3	11
- Cc1ccccc1S(=O)(=O)Cc1ccc(C(=O)NCCN(CC(C)C)CC(C)C)o1
→ 9	-5	0	6	11	-1.9	-11	-1.5	5
- CCOC(=O)NCCOC(=O)Nc1ccc(Cl)cc1
→ 8	-7	4	8	28	-3.7	14	-2.2	-1
- COCCCNC(=O)C1CCC(CNS(=O)(=O)c2ccc3c(c2)N(C(C)=O)CCO3)CC1 (centres undefined)
→ 20	-3	-13	1	33	0.8	-17	1.0	3
- COC(=O)c1ccc(COC(=O)c2cccn2C)o1
→ 7	6	-2	4	27	-2.6	3	-4.1	0
- COc1ccc(S(=O)(=O)N(C)C)cc1NCC(=O)Nc1ccc(F)cc1F
→ 19	-7	0	-6	-6	-2.1	-2	-2.5	-2
- CC(=O)Nc1ccc(S(=O)(=O)Nc2nc(CN3CCOCC3)nc3sc4c(c23)CCCC4)cc1
→ -5	-1	-2	3	12	-3.5	6	-2.2	2
- CCN1C(=O)/C(=C/c2cn(C)nc2C)SC1=S
→ 4	3	-6	-6	28	0.9	3	-2.0	0
- Cc1ccc(S(=O)(=O)NC(C)(C)CSc2nnc(Nc3ccccc3)s2)cc1
→ 1	-1	0	7	6	-2.3	2	-1.9	4
- O=C(NC1CCS(=O)(=O)C1)/C(=C\c1ccccc1)NC(=O)c1ccccc1 (centres undefined)
→ 19	1	-7	1	4	-0.6	5	1.1	-1
- Cc1ccc(Cl)cc1-n1ncc2c(NNC(=O)c3ccco3)ncnc21
→ -6	-8	3	11	-2	-3.3	6	-3.7	2

More structures follow.
Every second line gives: NALP1 inh	GPR7 antag	M18AAP inhibitor	IDE inh	PHOSPHO1 block	VIM-2 inh	p-CIP stab down	IMP-1 inh	IDE cell activ
- Cc1cccc(OC(C)C(=O)N2CCCN(C)CC2)c1C (centres undefined)
→ 21	4	0	-3	14	0.2	-9	-0.5	4
- CCS(=O)(=O)NCC(c1ccco1)N1CCN(c2ccccc2F)CC1 (centres undefined)
→ 33	-3	-1	1	-6	-1.3	-11	-0.5	2
- O=C(CCNS(=O)(=O)c1ccccc1)NCCCSc1ccccc1
→ -2	-9	-13	-6	43	0.0	-8	-1.1	6
- CCCC(=O)Nc1cccc(C(=O)Nc2nccs2)c1
→ 12	-13	-14	2	-4	1.4	3	-1.2	-1
- COc1ccc(Nc2nc(-c3cccnc3)nc3ccccc23)cn1
→ 18	-4	6	7	28	5.7	-4	-2.9	-6
- Cc1c(CCC(=O)N2CCC[C@H]2C(=O)O)c(=O)oc2cc3oc4c(c3cc12)CCCC4
→ -10	-4	8	1	3	-0.9	9	-3.2	-3
- c1csc(-c2nc3nc4ccccc4nc3n2Cc2ccc3c(c2)OCO3)c1
→ 15	-3	6	4	11	-1.9	-8	-2.2	-2
- Brc1c(CSc2nc3ccccc3s2)nc2ncccn12
→ 42	3	-4	7	19	3.4	-4	-2.4	-2
- CN1CCN(CC(=O)Nc2sc3c(c2C#N)CCC(C(C)(C)C)C3)CC1 (centres undefined)
→ 10	-5	-5	.	14	-3.0	-7	-1.7	.
- COC(=O)Cc1c(O)ccn(CCc2ccccc2)c1=O
→ 24	7	-4	1	33	-3.6	-8	-3.0	4
- Cn1c(=O)oc2cc(S(=O)(=O)NCCC(=O)NC3CCCc4ccccc43)ccc21 (centres undefined)
→ 35	2	2	-5	-17	-1.4	-4	-3.1	3
- CC(C)CN(C(=O)CN(C)C(=O)Cc1ccccc1Cl)c1c(N)n(CC(C)C)c(=O)[nH]c1=O
→ 3	-14	-5	3	-1	0.3	-7	-2.6	6

Random excerpt: 2 records from the list, in no set order.
Every second line gives: NALP1 inh	GPR7 antag	M18AAP inhibitor	IDE inh	PHOSPHO1 block	VIM-2 inh	p-CIP stab down	IMP-1 inh	IDE cell activ
- CC(=O)Nc1ccc(NC(=O)c2ccc([N+](=O)[O-])cc2Cl)cc1
→ 22	5	8	6	-40	-4.4	17	-4.1	3
- Cc1nn(C)c(C)c1CNC(=O)c1nn2c(c1Cl)NC(c1cccs1)CC2C(F)(F)F (centres undefined)
→ 33	14	-2	1	0	-1.6	-2	-1.5	-1
